# FXIa mix inh – FXIa protease inhibitors in compound pools, primary screen, biochemical, 10-compound mixtures; Coagulation factor XI (Homo sapiens), P03951; purified FXIa, fluorogenic substrate, pooled mixtures; inhibition, % at 5 µM; actives 0.19% (n = 62,000); AID 680, 2007;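 note: each value is inhibition by a whole ten-compound pool holding the compound; 0% = enzyme with no mixture and 100% = wells lacking enzyme; strong numbers were not always called active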
# DUSP1 inh – MKP-1 phosphatase inhibitors, primary screen, biochemical, in vitro; Dual specificity protein phosphatase 1 (Homo sapiens), P28562; recombinant MKP-1, OMFP hydrolysis fluorescence; inhibition, %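 (compounds tested at a single concentration somewhere between 10 and 100 µM)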; actives 0.15% (n = 65,000);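 active = inhibition above about 50%, limit read from the data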;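 note: 0% = DMSO max control wells and 100% = wells with enzyme stopped by NaOH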
# Target sequence (P28562 whole entry, looked up): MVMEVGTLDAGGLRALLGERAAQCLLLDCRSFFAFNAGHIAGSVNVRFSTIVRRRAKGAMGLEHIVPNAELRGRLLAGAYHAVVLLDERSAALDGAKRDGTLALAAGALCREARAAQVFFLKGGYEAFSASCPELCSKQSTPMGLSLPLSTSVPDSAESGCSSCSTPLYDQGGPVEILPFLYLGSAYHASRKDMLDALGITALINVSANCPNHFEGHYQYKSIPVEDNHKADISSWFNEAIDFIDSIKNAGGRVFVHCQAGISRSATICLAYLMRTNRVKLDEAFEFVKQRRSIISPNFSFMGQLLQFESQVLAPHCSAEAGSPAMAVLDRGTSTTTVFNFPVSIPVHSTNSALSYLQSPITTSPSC
# CatL block – inhibitors of human cathepsin L, biochemical | Procathepsin L (Homo sapiens), P07711 | purified cathepsin L, fluorogenic substrate, fluorescence | inhibition, %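 (tested at 10 µM)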 | actives 0.17% (n = 58,000); in the data active = inhibition above about 45%;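 note: 0% = enzyme with no compound and 100% = no enzyme blank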
# HTR1A agonist – human 5-HT1a receptor agonists, primary screen, cell-based, CHO, Ga15 NFAT-bla reporter. 5-hydroxytryptamine receptor 1A (Homo sapiens), P08908. CHO 5-HT1a Ga15 NFAT-bla reporter, FRET ratio; 0% basal, 100% maximal reference agonist. activation, % at 10 µM. actives 0.56% (n = 65,000). AID 567, 2006;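 active = activation above the screen-wide mean activation plus 3 SD, cut at about 19% in these data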;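 note: 0% = DMSO wells and 100% = 5-CT at EC100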
# FXIIa mix inh – human factor XIIa inhibitors, primary screen, biochemical, pooled compound mixtures, fluorogenic substrate. purified FXIIa. inhibition, % at 5 µM. actives 0.2% (n = 62,000). AID 684, 2007;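 note: 0% = enzyme without compound and 100% = no enzyme blank; some results filed as inactive read as strong as hits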
# Target sequence (P00748 20-372 limits assumed): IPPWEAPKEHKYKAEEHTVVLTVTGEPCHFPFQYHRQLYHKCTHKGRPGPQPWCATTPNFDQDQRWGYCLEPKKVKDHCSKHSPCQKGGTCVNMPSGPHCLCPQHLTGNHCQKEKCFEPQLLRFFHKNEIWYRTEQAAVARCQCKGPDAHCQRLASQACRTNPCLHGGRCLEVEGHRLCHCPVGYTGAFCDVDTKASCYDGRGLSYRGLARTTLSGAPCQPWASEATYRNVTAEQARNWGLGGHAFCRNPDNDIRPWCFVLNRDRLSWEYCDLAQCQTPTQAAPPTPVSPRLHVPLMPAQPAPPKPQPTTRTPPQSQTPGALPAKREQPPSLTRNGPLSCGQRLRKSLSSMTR
# Target sequence (P00748 373-615 limits assumed): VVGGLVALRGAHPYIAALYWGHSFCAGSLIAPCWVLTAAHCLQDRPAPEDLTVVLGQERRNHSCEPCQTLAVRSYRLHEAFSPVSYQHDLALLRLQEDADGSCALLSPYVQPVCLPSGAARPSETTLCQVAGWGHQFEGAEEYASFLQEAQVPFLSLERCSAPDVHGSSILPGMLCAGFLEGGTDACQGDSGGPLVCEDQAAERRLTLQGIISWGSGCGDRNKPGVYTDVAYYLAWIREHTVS
# Hsp90 inh – tumor Hsp90 inhibitors, primary screen, cell lysate, fluorescence polarization, NCI-N417 lysate; Cy3B-geldanamycin FP displacement; Heat shock protein HSP 90-alpha (Homo sapiens), P07900; actives 0.35% (n = 64,000); inhibition, % at 30 µM; AID 429, 2006;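 active = inhibition above 50%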;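 note: 0% = tracer plus lysate wells and 100% = tracer alone without lysate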
# Cathepsin G inh – human cathepsin G inhibitors, primary screen, biochemical, pooled compound mixtures, AMC fluorescence; purified enzyme, AMC-tetrapeptide fluorescence; inhibition, % at 5 µM (by protocol); actives 0.2% (n = 62,000); P08311;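 active = inhibition above 20% in each of the two mixture wells holding the compound; inactive = inhibition of 20% or less in either well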;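 note: 0% = enzyme control without mixture and 100% = blank lacking enzyme; strong numbers were not always called active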
# Cdc25B inh – inhibitors of Cdc25B phosphatase catalytic domain, primary screen, biochemical, OMFP fluorescence; M-phase inducer phosphatase 2 (Homo sapiens), P30305; recombinant Cdc25B, OMFP fluorescence Ex485/Em525; inhibition, %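 (compounds tested at 10 µM final in the well)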; actives 0.1% (n = 65,000); in the data active = inhibition above about 50%
# C1s block – complement C1s protease inhibitors, primary screen, biochemical, 10-compound mixtures. purified C1s, fluorogenic AMC substrate, pooled mixtures. mean inhibition % of two 10-compound mixtures (stronger effect = higher value), % at 5 µM (by protocol). actives 0.16% (n = 62,000);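 active = inhibition above 20% in each of the two 10-compound mixture wells holding the compound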;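 note: 0% = enzyme wells lacking compound mixture and 100% = no-enzyme blank wells; some compounds called inactive have numbers as strong as hits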
# An asterisk follows results filed as active; nt = no result given. Cut-off read from the data, not from the text of the source, unless noted: active = inhibition above about 20% (passing the limit was not always enough); inactive = the rest.
SMILES,FXIa mix inh,DUSP1 inh,CatL block,HTR1A agonist,FXIIa mix inh,Hsp90 inh,Cathepsin G inh,Cdc25B inh,C1s block
O=c1c2ccccc2sn1-c1ccc(S(=O)(=O)N2CCCC2)cc1,-3,25,16,1.5,1,-1,9,0,3
COc1ccc(-c2nnc3n2N=C(C)CS3)cc1OC,1,-22,18,-1.9,2,-2,8,-7,-4
CC(C)NS(=O)(=O)c1ccc(NC(=O)c2cccnc2)cc1,-7,-2,nt,0.0,20,-2,10,0,-5
CCOC(=O)CCC(NC(=O)c1cncc(O)c1)C(=O)OCC (configuration not stated),6,-38,0,0.5,-1,2,-13,0,-17
COc1ccc(C(=O)OCC(=O)c2ccc(C)c(S(=O)(=O)N3CCOCC3)c2)cc1OC,-6,27,-1,-1.6,0,-4,-14,0,-37
CC1=C(C(=O)Nc2ccccc2C)C(c2ccc(C)o2)C2=C(CCCC2=O)N1 (configuration not stated),1,7,6,-1.7,-1,-3,2,9,-2
CN(Cc1ccccc1)C(=O)CCS(=O)(=O)c1ccc2c(c1)n(C)c(=O)c(=O)n2C,5,7,1,-3.8,7,0,-2,2,0
COc1ccc(NC(=O)CSc2nc3c(cc2C#N)CN(C)CC3)cc1,-2,16,24,-1.1,6,-8,2,-13,-5
COc1ccc(Cn2c(CCC(=O)NCc3ccco3)nc3cccnc32)cc1,-1,38,18,-1.7,-17,-3,5,-7,5
CCOC(=O)c1c(C)c(C(=O)NCc2ccccc2OC)c(C)n1C,-1,-4,2,-4.2,3,-7,12,14,12
O=C(CSCC(=O)N1CCCCC1)Nc1nc(-c2cccs2)cs1,0,3,nt,0.0,15,-4,10,2,9
CC(C)c1ccc(-c2nc(N3CCCC3)nc3n[nH]c(N)c23)cc1,-13,9,12,12,1,nt,-4,-12,-29
COc1ccc(Cl)cc1N(CC(=O)Nc1ccccc1SC)S(C)(=O)=O,8,15,nt,-2.1,3,-3,0,-10,1
COc1cccc(C(=O)Nc2c3c(nn2-c2cccc(C)c2C)CS(=O)C3)c1OC (configuration not stated),1,12,18,0.8,1,-3,-1,18,-3
COc1ccc(-c2nnc3n2-c2ccccc2SC3)cc1OC,2,2,-4,-2.1,-9,1,4,-21,-17
O=C(CCc1n[nH]c(=O)[nH]c1=O)N1CCOCC1,-2,-2,nt,-1.6,6,-5,4,2,-9
Fc1ccccc1CSc1nnc(Cn2cnc3ccccc32)n1-c1ccccc1,4,-1,9,0.2,1,-1,10,-17,11
CCOc1ccc(N(CC(=O)NCc2ccc(OC)cc2)S(=O)(=O)c2c(C)noc2C)cc1,-9,12,3,-3.7,17,-5,6,7,-7
CCOC(=O)Cn1nnc(-c2ccc(SC)cc2)n1,3,-2,5,-1.8,0,0,-3,-24,3
Cn1c(=O)[nH]c(=O)c2c1nc(CN1CCN(Cc3ccccc3)CC1)n2CC(N)=O,9,7,-5,-3.4,1,-4,7,-22,11
Cc1cccc(Cn2c(NCCO)nc3c2c(=O)n(C)c(=O)n3C)c1,-2,17,18,-0.8,6,0,6,-3,-16
COc1ccc(NC(=O)Cn2cccc2)c(OC)c1,9,11,-5,-4.8,1,0,0,-8,-4
Cc1cc2nc(SCC(=O)O)nc(C)c2cc1C,-3,4,6,-1.4,1,-7,-1,-14,3
CCSCCC(NC1=CC(=O)CC(C)(C)C1)C(=O)O (configuration not stated),5,3,8,0.1,0,1,8,2,12
CCCOC(=O)C1[C@H]2C(=O)N(C(C)c3ccc(OC)cc3)C[C@]23C=C[C@H]1O3 (some centres not stated),4,-11,15,1.7,10,-4,-7,-1,-10

# Later entries
SMILES,FXIa mix inh,DUSP1 inh,CatL block,HTR1A agonist,FXIIa mix inh,Hsp90 inh,Cathepsin G inh,Cdc25B inh,C1s block
COCCn1c(SCC(=O)NC(=O)NCc2ccccc2)nc2ccccc21,7,4,16,-2.6,4,-5,11,-4,38
Cc1ccn2cc(C(=O)Nc3ccccc3N3CCOCC3)nc2c1,-3,-12,25,0.2,5,3,-12,-9,-28
COc1cccc(-c2nn3c(-c4ccccn4)nnc3s2)c1,nt,-20,-11,-4.3,nt,-11,nt,3,nt
Cc1cc(-c2ccccc2)c2c3c(cn2n1)c(=O)n(C)c(=O)n3C,12,2,4,0.1,-16,-7,13,-6,8
COc1cc(C2C(C#N)=C(C)NC3=C2C(=O)CC(C)(C)C3)ccc1O (configuration not stated),-1,5,4,-1.7,-14,-1,10,-2,0
Cc1ccccc1OCC(O)CN (configuration not stated),1,7,-4,1.1,3,-2,-10,-20,-17
CCCOC(=O)Cn1c(=O)c2cc3c(=O)n(CC(=O)OCCC)c(=O)c3cc2c1=O,5,18,12,-3.0,11,-2,-13,-2,-12
CCOC(=O)C1CCCN(C(=O)c2cn(C)c3ccc(S(=O)(=O)N4CCCC4)cc3c2=O)C1 (configuration not stated),7,5,-8,-4.8,3,-1,11,-10,15
O=S(=O)(N=S(N1CCCCC1)N1CCCCC1)c1ccccc1,6,8,nt,-1.4,-22,-3,0,1,-28
Cc1ccc(OCc2nnc(SCC(=O)Nc3sc(C)c(C)c3C#N)n2C)cc1,4,-8,3,0.7,1,1,0,-1,12
CCc1ccc(N(CC)c2ncnc3nc[nH]c23)cc1,2,-6,-5,-1.6,-23,-2,8,-9,3
O=C(Nc1ccc(Cl)cc1)C1CC=CCC1C(=O)OCC(F)(F)C(F)F (configuration not stated),15,-9,5,-2.9,3,2,10,0,8
O=C(c1ccco1)N1CCN(C(=O)c2ccc(Cn3cc(Br)cn3)o2)CC1,8,-3,2,0.9,5,-2,3,3,-27
COC(=O)c1cc2sc(Cl)cc2n1CC(=O)Nc1cccc(SC)c1,2,10,-5,-4.9,-2,-4,-1,2,2
O=C(CN1C(=O)c2ccccc2S1(=O)=O)c1ccccc1,nt,-15,10,0.5,nt,-5,nt,-9,nt
O=C(NCCC1=CCCCC1)c1cnsn1,5,12,-1,7.9,6,-9,13,4,7
CCOC(=O)c1c(C)[nH]c(C(=O)OC/C(O)=C(\C#N)c2nc3ccccc3[nH]2)c1C,9,40,3,0.0,-5,-12,1,-1,-3
O=C(Nc1ccc(-c2nc3ccccc3[nH]2)cc1)C1CCCO1 (configuration not stated),-4,8,-5,-1.4,5,-6,10,-8,-6
Cc1noc(NS(=O)(=O)c2ccc(NC(=O)c3cnc4n(c3=O)CCS4)cc2)c1C,nt,12,nt,-0.4,nt,-4,nt,-13,nt
CCCC(=O)N(c1ccc(F)cc1)C1C=CS(=O)(=O)C1 (configuration not stated),-2,4,13,-2.1,3,-4,1,-3,-98
O=C(O)C1CC=CCC1C(=O)Nc1cccc(F)c1 (configuration not stated),17,12,-3,0.2,4,-2,0,-9,3
CCOC(=O)c1cccc(NC(=O)CSc2nc(N)cc(N)n2)c1,-1,2,13,-0.9,-15,-13,-6,4,-7
CCCOC(=O)c1ccc(NC(=O)c2cnccn2)cc1,7,24,-2,-0.1,1,-9,-1,-9,1
Cc1ccc(-c2nsc3c(N4CCC(C(N)=O)CC4)ncnc23)cc1,8,12,21,-3.3,-17,-3,2,-4,-1
CCOC(=O)c1c(C)nn(Cc2cccc(Cl)c2)c1N,1,1,-1,-2.1,9,-7,8,-15,2

# Continuation:
SMILES,FXIa mix inh,DUSP1 inh,CatL block,HTR1A agonist,FXIIa mix inh,Hsp90 inh,Cathepsin G inh,Cdc25B inh,C1s block
O=C(CSc1nc2ccsc2c(=O)n1-c1ccccc1)N1CCCC1,-3,22,-5,1.6,-11,1,0,-6,-40
CCN(c1ccccc1)c1nc2ccsc2c(=O)s1,8,1,-3,1.0,-5,-4,7,-6,20
CC(C)(C)OC(=O)N1CCC(C(=O)N2CCC[C@H]2C(=O)O)CC1,-2,-9,1,-2.1,2,-2,9,-2,4
CCCS(=O)(=O)N1CCCC(C(=O)NC2CCCC(C)C2C)C1 (configuration not stated),3,-6,-10,-3.3,-2,2,-12,15,1
Cc1ccc(Cl)cc1NC(=O)CCn1cccc1,4,4,1,-2.9,-6,-4,-4,-2,0
CCOC(=O)c1c(C)oc2ccc(OCC(=O)N(CC)CC)cc12,6,12,-10,1.2,2,-2,9,-6,11
Cc1ccc(NC(=O)c2cc(NC(=O)c3ccco3)ccc2N2CCCCC2)cc1,nt,16,nt,-1.1,nt,-1,nt,-7,nt
CCCCc1nc(NCCNC(=O)c2ccco2)c(C#N)c2c1CSC(C)(C)C2,4,-4,-34,9.8,1,-10,9,5,-18
CCOC(=O)CN1CC23C=CC(O2)C(C(=O)Nc2ccc(F)c(C)c2)C3C1=O (configuration not stated),-7,-3,8,-2.1,-4,2,2,15,-65
Cc1cccc(NC(=O)CSc2nnc(-c3ccccc3Br)o2)c1C,4,1,3,0.3,3,-2,-3,-7,-17
CCOC(=O)c1nnn(-c2nonc2N)c1-c1cccc2ccccc12,6,11,4,-1.5,0,3,-1,-2,-19
Cc1ccc(N(CC(=O)Nc2ccc3c(c2)OCCO3)S(=O)(=O)c2c(C)noc2C)cc1,7,29,21,3.0,2,-1,7,-7,12
COc1ccc(C(=O)Nc2nccs2)cc1OC,2,-1,3,-0.9,6,-2,-5,-1,-10
O=S(=O)(NCc1cccnc1)c1cc(Cl)ccc1Cl,-3,-22,1,-5.8,2,1,-4,5,-5
CCOC(=O)c1ccc(NS(=O)(=O)N2CCCCCC2)cc1,1,7,23,-2.7,3,-2,13,-2,10
CCOC(=O)CNc1ncnc2nc[nH]c12,12,17,-5,-0.5,5,0,24,-6,5
Cc1ccc(NC(=O)CSC2=C(C#N)C(c3ccc4c(c3)OCO4)C3=C(CCCC3=O)N2)c(C)c1 (configuration not stated),3,16,4,0.9,8,4,0,-5,3
COCc1cc(C)nc(SCC(=O)Nc2ccccc2C)c1C#N,9,-5,-11,-3.3,6,-1,0,15,2
CCC(OC(=O)c1cc2sccc2n1C)C(=O)NCC1CCCO1 (configuration not stated),2,-4,4,-0.9,-6,-6,10,14,12
Nc1cc(N)nc(SCCOc2ccccc2)n1,-10,13,-2,-3.3,7,-3,-13,-1,-74
O=C(c1ccccc1)c1ccc(C(=O)N2CCOCC2)cc1,6,11,14,-1.1,1,-1,8,6,20
CCCC(=O)c1ccc(N2CCN(S(=O)(=O)c3ccccc3)CC2)c(F)c1,-3,10,6,1.8,6,-5,0,-1,-21
CCOC(=O)CC1=C(C(=O)OCC)C(c2ccc(OC)cc2OC)C(C#N)=C(N)O1 (configuration not stated),2,16,-10,-3.7,3,-4,-5,-10,-17
CC1(C)CC(=O)C2=C(C1)OC(N)=C(C#N)C21CCN(Cc2ccccc2)CC1,-32,32,21,-1.4,4,nt,-17,4,-233
O=C(CCS(=O)(=O)c1ccc(Cl)cc1)N1CCN(S(=O)(=O)c2cccs2)CC1,2,-4,13,-0.9,2,-3,3,1,-1
COc1ccccc1CC(=O)N(CCC#N)CCC#N,-2,-13,4,-1.3,-6,-3,-7,-13,-44
O=C(Nc1ccc2oc(-c3ccncc3)nc2c1)c1c(F)c(F)c(F)c(F)c1F,-6,6,nt,0.5,11,-4,4,-5,-5
O=C(NCc1cccc(C(F)(F)F)c1)C1CCN(c2ncccn2)CC1,10,-26,-5,-1.7,2,-4,6,-13,-1
Cc1ccc(S(=O)(=O)NCc2ccc(C(=O)N3CCN(c4ccccn4)CC3)cc2)cc1,5,-2,9,3.0,11,2,-4,-11,-41

# Bioassay records: PubChem BioAssay, several laboratories
